ER stress rescue: rescue of cells from ER stress-induced death, primary screen, 384-well, CSM14.1, thapsigargin, ATP luminescence (AID 1222) | CSM14.1 thapsigargin-induced death rescue, ATP luminescence; higher % means a stronger effect | cellular ATP content (survival), % at 20 µM, or EC50 in µM where a hit was titrated | 190,000 tested, under 10 active;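 active means EC50 below 50 µM in the dose-response confirmation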;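 further: death triggered by thapsigargin at about 15 µM added after 2 h compound pretreatment; cell ATP read after overnight thapsigargin exposure of roughly 18 to 22 hours; normalized against plate controls of thapsigargin alone and 5% DMSO vehicle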
b-catenin transl: alters nuclear translocation of beta-catenin in HeLa cells; immunofluorescence imaging; 0.3% of 190,000 active; nuclear translocation activity, % at 5 µM; AID 1665;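 active means nuclear translocation activity above 50% at 5 µM, with a well cell count of 50 or more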;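 further: per-cell ratio of nuclear to cytoplasmic median beta-catenin stain intensity; plate controls were DMSO negative control for no effect and GSK-3 inhibitor IX positive control for full effect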
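Read-out: Nuclear/cytoplasmic beta-catenin signal ratio, % activation | Assay system: Human HeLa cell line | Times: 24 h compound exposure at 37°C, 5% CO2 | Signal: Fluorescence imaging of beta-catenin antibody stain plus DAPI | Dosing: 5 µM primary, 0.02–20 µM confirmation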
WT yeast gro inh: growth inhibition of WT yeast, mitochondrial fusion screen. mitochondrial fusion phenotypic screen, WT strain. inhibition, % at 10 µM. 2.1% of 190,000 active. AID 1362; in the data active means inhibition above about 58%; tested in S. cerevisiae
Hep lipid drop: modulators of hepatic lipid droplet formation; AML12 mouse hepatocytes, oleate lipid droplets, BODIPY imaging; inhibition, % at 6.5 µM; 0.4% of 240,000 active; AID 1656;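 active means lipid droplet intensity inhibited by at least 50%, with more than 500 cells counted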
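Assay system: AML12 hepatocytes (mouse); Probe or stimulus: oleic acid at 100 µM to induce lipid droplet formation; Dosing: compound at 6.5 µM only; Schedule: compound with oleate, overnight; Detection: fluorescence imaging, 20x objective, two fields per well; Measure: % inhibition of lipid droplet signal.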
Autophagy HCS: autophagy modulation, high-content screen | MEF GFP-LC3 puncta imaging; test concentration mostly 10 µM | calls only at 10 µM (by protocol) | 0.98% of 190,000 active | AID 463193;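 active means percentage of spot-positive cells more than 3 SD above its plate mean, without a fluorescence outlier flag or 80% toxicity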;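 further: spot-positive cell cutoff set from DMSO-treated cells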
Dynein cargo inh: dynein cargo transport inhibition; 3617.4 mouse cells, GR-EGFP nuclear translocation imaging; test concentration mostly 20 µM; stimulated with dexamethasone, 1 µM; active compounds read low; z-score, hits read low; 0.47% of 220,000 active;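 active means plate z-score of nuclear minus cytoplasmic receptor signal below a set negative limit, without overly bright fluorescence or cell loss, cut at about -3.5 in these data, passing the limit was not always enough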;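 further: z-score of nuclear minus cytoplasmic ring GR-EGFP intensity difference per well; some compounds called inactive have numbers as strong as hits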
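Buffer or medium: Induction medium lacking tetracycline, stripped serum | Also added: Dexamethasone agonist, 1.0 µM final, for 30 min | Timing: 48 h induction, 1 h compound, 30 min dex at 37 °C | Detection: Formaldehyde fixation, Hoechst nuclear stain, 10x automated fluorescence imaging | Measure: Nuclear versus cytoplasmic GR-EGFP signal, averaged per well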
XIAP antagonists: small molecules displacing peptide from XIAP – biochemical, IAP family, fluorescence polarization (AID 1018). XIAP BIR domain, fluorescence polarization peptide displacement; higher % means a stronger effect. one-dose displacement, % at 20 µM; IC50 in µM for titrated hits. 0.007% of 200,000 active; in the data active means displacement above about 50%; further: a part of the inactive calls stands beside numbers as strong as those of hits
Ins promoter up: MIN6 insulin promoter up-regulation; z-score at 5 µM; AID 1625; MIN6 insulin promoter-GFP reporter, high-content imaging; active compounds read high; 0.3% of 190,000 active;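 active means z-score above 3 at 5 µM with at least 500 cells counted in the well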
MT stabilizer: microtubule stabilization, imaging screen | HeLa tubulin immunostaining HCS, 24 h; share of cells brighter than vehicle mean+2SD | % tubulin-high responders, % at 10 µM | 0.83% of 200,000 active | AID 2205;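 active means plate Z-score above 3 for both tubulin-high and condensed-nucleus cell shares, with cell loss under 80%, at 10 µM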;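 further: anti alpha tubulin signal scored within the nucleus-defined area of each cell; some results filed as inactive read as strong as hits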
WT yeast gro inh mutant strain: also measured in WT yeast gro inh; calls as there; inhibition, %; mitochondrial fusion phenotypic screen, mutant strain inhibition
Dynein cargo inh cytoplasmic EGFP: also measured in Dynein cargo inh; calls as there; z-score; measured here: cytoplasmic GR-EGFP intensity; active compounds read high
Dynein cargo inh nuclear GR-EGFP: second read-out of Dynein cargo inh, no call of its own (marks repeat the call); z-score; measured here: nuclear GR-EGFP intensity;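 lower value marks the stronger effect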
Dynein cargo inh cell count: recorded beside Dynein cargo inh, whose call it bears; z-score; measured here: cell count per field
Ins promoter up cell count: also measured in Ins promoter up; calls as there; cell count; measured here: cytotoxicity, nuclei count;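 total cells summed across four imaged fields per well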
Hep lipid drop cells 6.5 µM: recorded beside Hep lipid drop, whose call it bears; cell count; measured here: cell count, cytotoxicity flag;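 cells counted across two imaged fields per well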
b-catenin transl cell count 5 µM: further read-out of b-catenin transl, marked with its call; cell count; measured here: cell count, cytotoxicity flag
MT stabilizer Hoechst-high %: also measured in MT stabilizer; calls as there; % Hoechst-high responders; measured here: nuclear condensation Hoechst responders;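 share of cells brighter than vehicle mean plus two SD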
MT stabilizer cytotoxicity %: further read-out of MT stabilizer, marked with its call; toxicity, %; measured here: cytotoxicity by cell density;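 0% = mean cell density of plate MIN control wells and 100% = no cells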
Autophagy HCS cell loss 18 h: also measured in Autophagy HCS; calls as there; toxicity, %; measured here: cell loss, nuclei count;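 cell loss after 18 h compound exposure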
Numbers without * were called inactive; i = inactive; · = no result given.

SMILES	ER stress rescue	b-catenin transl	b-catenin transl cell count 5 µM	WT yeast gro inh	WT yeast gro inh mutant strain	Hep lipid drop	Hep lipid drop cells 6.5 µM	Autophagy HCS	Autophagy HCS cell loss 18 h	Dynein cargo inh	Dynein cargo inh cytoplasmic EGFP	Dynein cargo inh nuclear GR-EGFP	Dynein cargo inh cell count	XIAP antagonists	Ins promoter up	Ins promoter up cell count	MT stabilizer	MT stabilizer Hoechst-high %	MT stabilizer cytotoxicity %
O=C(NCCc1cn2ccsc2n1)c1cccs1	-1.8%	1.3	983	12	9	6	636	i	4	-0.35	-0.26	-0.19	0.99	-1.8%	-0.24	1519	2.3	3.7	6.7
Cc1[nH]nc2c1C(CC(C)C)C(C#N)=C(N)O2 (stereo not drawn)	·	-0.5	1299	·	·	10	678	·	·	0.88	-0.15	1	-1.9	·	0.71	1073	·	·	·
COC(=O)C1(S(=O)(=O)c2cc(Br)cc3c2N(C(C)=O)CC3)CC1	2.0%	-1.5	1306	9	18	·	·	i	14	-0.92	-0.11	-0.16	0.23	-2.1%	-1.2	1643	4.4	2.4	5.5
CC1(C)CC(=O)C(C2=NC3(CCCCC3)Cc3ccccc32)=C(O)C1	1.9%	-0.2	916	5	-1	-9	712	i	-4	1.5	-0.29	1	-0.67	-5.8%	-0.44	1601	2.6	1.7	3.9
Cc1cc(C)nc(-n2nc(C)cc2NC(=O)c2ccc(F)cc2F)n1	·	5.1	1030	-7	26	26	716	i	14	-0.36	-0.32	0.12	-0.16	-3.4%	-1.1	1081	4.5	3.1	7.4
O=C(NCCCn1ccnc1)C(Cc1ccccc1)N1C(=O)c2ccccc2C1=O (stereo not drawn)	-1.0%	-1.5	1183	58*	39*	·	·	i	-1	0.11	-0.13	0.74	-0.12	-6.1%	1.2	1144	9.7	2.6	11
CNc1sc(C(=O)c2cccs2)c(N)c1-c1nc2ccccc2s1	1.5%	1.5	954	6	13	·	·	i	-16	0.5	0.13	0.6	0.22	-2.0%	-1.7	1124	9.4	6.9	7.7
O=C(CCn1c(=O)sc2ccccc21)NCc1cccs1	3.3%	0.0	1123	-1	-10	0	736	i	1	-0.72	-0.26	-0.45	0.41	-7.1%	-0.07	1207	3.5	2.1	7.7
CCOC(=O)CC(NS(=O)(=O)c1ccc(OC)c(OC)c1)c1cccc([N+](=O)[O-])c1 (stereo not drawn)	-4.2%	-2.4	521	-18	-2	0	632	i	-1	-0.18	0.095	-0.24	0.14	-3.5%	0.13	1402	1.5	3.4	5.7
Cc1ccc(C(=O)Nc2nc(C)c(C)s2)o1	-2.0%	-7.3	1235	21	19	5	793	i	-7	-0.1	-0.23	-0.16	0.27	-6.5%	·	·	2.2	2.2	4.0
CCOC(=O)C1CCN(C/C=C/c2ccccc2OC)CC1	1.2%	-1.4	1016	1	-1	-1	743	i	-2	-0.94	-0.21	-0.28	-0.35	-4.0%	0.63	1180	0.9	1.6	3.5
O=C(NN1C(=O)C2C3c4ccccc4C(c4ccccc43)C2C1=O)c1ccccc1 (stereo not drawn)	-2.4%	-0.5	1048	3	6	22	636	i	16	-0.5	-0.25	-0.37	0.65	-3.5%	0.46	1487	2.6	1.6	1.2
CC(C)OCc1c(C(=O)Nc2nccs2)oc2ccccc12	-13%	-0.2	1048	40	0	-12	732	i	12	1.1	-0.27	0.57	0.48	-6.5%	-0.01	1252	2.5	1.7	1.6
Cc1cccc(C)c1OCc1nnc(SCC(=O)NCc2ccccc2)o1	1.2%	0.2	1063	14	14	1	769	i	3	0.29	0.047	0.19	0.53	-2.9%	-0.63	1325	2.9	1.1	23
Cc1ccc(Cn2c(=O)c3c(nc4n3CCCN4Cc3ccccc3)n(C)c2=O)cc1	1.9%	-4.4	985	10	31	·	·	i	1	-0.4	-0.22	0.11	0.36	-4.4%	-2	1076	3.4	3.4	4.8
Cc1cc(Nc2ccc(Br)cc2F)n2nc(C)nc2n1	-1.1%	-1.1	1150	22	4	11	748	i	4	-0.43	-0.21	0.1	0.67	-0.2%	0.23	1162	2.0	3.3	2.5
O=C(CS(=O)(=O)c1cn(Cc2ccc(Cl)cc2)c2ccccc12)N1CCCCC1	·	-0.6	1165	-16	-4	0	616	i	20	-0.82	-0.2	-0.48	0.17	-8.2%	0.32	2024	6.4	2.1	5.4
Cc1cc(C(=O)N2CCN(c3ccc(C(F)(F)F)cn3)CC2)c(C)o1	·	-2.4	1128	·	·	-12	694	·	·	-0.72	-0.2	-0.44	-0.077	·	-0.43	1498	·	·	·
CCC(C)(C)n1nnnc1CN(Cc1ccc(Cl)cc1)Cc1ccco1	-2.4%	0.9	935	17	14	-11	702	i	7	0.31	-0.31	0.21	0.25	-6.2%	-1.4	1718	4.6	2.8	7.1
COc1ccc(-c2nc(CSCC(=O)NCCC3=CCCCC3)c(C)o2)cc1OC	0.7%	·	·	5	4	·	·	i	11	0.05	-0.16	0.038	0.48	-1.4%	-0.63	1065	3.6	1.8	8.0
CC1(C)Cc2ccccc2-c2nc3ccccc3c(=O)n21	1.3%	-5.2	894	49	1	·	·	i	10	0.12	-0.2	0.17	0.58	-5.6%	0.5	1100	1.8	1.7	3.8
O=C/C(=C\Nc1ccccn1)c1nc2ccccc2o1	-1.0%	-2.7	635	-3	-6	-10	765	i	-11	-0.67	-0.0034	-0.34	-0.36	-2.2%	·	·	4.3	2.6	5.9
CCOC(=O)N1CCC(NC(=O)C2CCN(C(=O)N3CC(C)Oc4ccc(C)cc43)CC2)CC1 (stereo not drawn)	-1.8%	-8.3	1201	17	16	0	651	i	-4	-0.36	0.3	-0.19	-0.0076	-20%	-0.38	1237	2.2	1.3	10
c1cc2nnnn2nc1N1CCCCCC1	-0.9%	-2.6	1209	-11	-13	-7	759	i	-6	-0.18	-0.2	-0.34	0.57	-2.6%	0.28	1098	2.9	1.8	1.4
Cc1cc2nc(C)n(CCCNC(=O)Nc3ccc(C#N)cc3)c2cc1C	-0.9%	-0.8	1336	-1	9	·	·	i	0	2.4	-0.17	1	-1.3	-3.2%	-0.23	1623	2.3	1.2	4.6
CCSc1nnc(NC(=O)c2cnccn2)s1	1.2%	-5.3	945	·	·	·	·	·	·	·	·	·	·	11%	0.4	1194	·	·	·
O=c1c(C=NCCN2CCNCC2)c(-c2ccccc2)[nH]n1-c1ccc([N+](=O)[O-])cc1	-3.8%	0.6	1124	0	12	-12	657	i	35	-5.2	1.6	-2.1	-5.8	-4.8%	0.13	1408	1.5	1.9	4.7
CC(C)NCC(O)COc1ccc(CC(N)=O)cc1 (stereo not drawn)	-2.2%	-1.5	595	-8	-7	4	716	i	-33	-0.16	-0.26	0.11	0.81	-5.5%	·	·	2.5	2.2	8.9
CC(C)CCNC(=O)C1CC(c2cccc([N+](=O)[O-])c2)=NO1 (stereo not drawn)	-0.3%	-4.2	880	6	13	·	·	i	-14	-0.81	-0.22	-0.11	0.95	-3.6%	0.85	1465	2.0	1.8	9.8
COc1ccc(C2=CC3=C(Br)C(=O)C(C)(OC(=O)c4ccc(Cl)nc4)C(=O)C3=CO2)cc1 (stereo not drawn)	·	0.3	1172	·	·	0	726	·	·	-0.73	-0.37	-0.28	0.36	·	0.47	1034	·	·	·
Cc1cccc(C(=O)Nc2nc(C)c(C(=O)Nc3ccc4c(c3)CCC4)s2)c1	3.9%	·	·	11	-19	·	·	i	-17	1.2	-0.33	0.67	0.17	-4.9%	·	·	43*	41*	29*
O=C(CCCC(=O)OCC(=O)NC1CCCC1)Nc1ccccn1	0.1%	-1.4	1064	9	13	4	736	i	4	0.0052	-0.067	-0.64	0.44	-2.0%	-0.19	1170	4.1	1.2	7.4
O=C(O)CSCc1ccc(C(=O)O)o1	-0.1%	·	·	5	2	14	813	i	5	0.39	0.31	-0.01	0.24	-5.0%	·	·	2.2	1.9	8.4
Cc1nnc(NC(=O)CSc2nnc(-c3ccc(S(=O)(=O)N4CCCC4)cc3)n2C)s1	-2.8%	-0.9	570	-10	7	17	684	i	22	0.19	-0.24	0.19	0.19	-3.6%	·	·	3.3	1.4	0.1

Entries of single compounds as entered above. Values in the order: ER stress rescue | b-catenin transl | b-catenin transl cell count 5 µM | WT yeast gro inh | WT yeast gro inh mutant strain | Hep lipid drop | Hep lipid drop cells 6.5 µM | Autophagy HCS | Autophagy HCS cell loss 18 h | Dynein cargo inh | Dynein cargo inh cytoplasmic EGFP | Dynein cargo inh nuclear GR-EGFP | Dynein cargo inh cell count | XIAP antagonists | Ins promoter up | Ins promoter up cell count | MT stabilizer | MT stabilizer Hoechst-high % | MT stabilizer cytotoxicity %
Record of O=C(O)CSCc1ccc(C(=O)O)o1 → -0.1% | · | · | 5 | 2 | 14 | 813 | i | 5 | 0.39 | 0.31 | -0.01 | 0.24 | -5.0% | · | · | 2.2 | 1.9 | 8.4
Record of Cc1cccc(C(=O)Nc2nc(C)c(C(=O)Nc3ccc4c(c3)CCC4)s2)c1 → 3.9% | · | · | 11 | -19 | · | · | i | -17 | 1.2 | -0.33 | 0.67 | 0.17 | -4.9% | · | · | 43* | 41* | 29*

As entered above:
`Cc1nnc(NC(=O)CSc2nnc(-c3ccc(S(=O)(=O)N4CCCC4)cc3)n2C)s1` – MT stabilizer cytotoxicity %: 0.1
`O=C(CCCC(=O)OCC(=O)NC1CCCC1)Nc1ccccn1` – Ins promoter up: -0.19
`O=C(O)CSCc1ccc(C(=O)O)o1` – WT yeast gro inh: 5

Screening results deposited in PubChem by several laboratories.
